# Assay outcomes as filed in PubChem.
# TcdB GH inh: TcdB glycohydrolase inhibitors, primary screen, biochemical, single point, plate reader | Toxin B (Clostridioides difficile), P18177 | TcdB glycohydrolase enzymatic assay | inhibition, % at 9.99 µM | 350,000 tested, 0.24% active | AID 652162, 2013; in the data active means inhibition above about 10%
# Target sequence (P18177 whole entry, looked up): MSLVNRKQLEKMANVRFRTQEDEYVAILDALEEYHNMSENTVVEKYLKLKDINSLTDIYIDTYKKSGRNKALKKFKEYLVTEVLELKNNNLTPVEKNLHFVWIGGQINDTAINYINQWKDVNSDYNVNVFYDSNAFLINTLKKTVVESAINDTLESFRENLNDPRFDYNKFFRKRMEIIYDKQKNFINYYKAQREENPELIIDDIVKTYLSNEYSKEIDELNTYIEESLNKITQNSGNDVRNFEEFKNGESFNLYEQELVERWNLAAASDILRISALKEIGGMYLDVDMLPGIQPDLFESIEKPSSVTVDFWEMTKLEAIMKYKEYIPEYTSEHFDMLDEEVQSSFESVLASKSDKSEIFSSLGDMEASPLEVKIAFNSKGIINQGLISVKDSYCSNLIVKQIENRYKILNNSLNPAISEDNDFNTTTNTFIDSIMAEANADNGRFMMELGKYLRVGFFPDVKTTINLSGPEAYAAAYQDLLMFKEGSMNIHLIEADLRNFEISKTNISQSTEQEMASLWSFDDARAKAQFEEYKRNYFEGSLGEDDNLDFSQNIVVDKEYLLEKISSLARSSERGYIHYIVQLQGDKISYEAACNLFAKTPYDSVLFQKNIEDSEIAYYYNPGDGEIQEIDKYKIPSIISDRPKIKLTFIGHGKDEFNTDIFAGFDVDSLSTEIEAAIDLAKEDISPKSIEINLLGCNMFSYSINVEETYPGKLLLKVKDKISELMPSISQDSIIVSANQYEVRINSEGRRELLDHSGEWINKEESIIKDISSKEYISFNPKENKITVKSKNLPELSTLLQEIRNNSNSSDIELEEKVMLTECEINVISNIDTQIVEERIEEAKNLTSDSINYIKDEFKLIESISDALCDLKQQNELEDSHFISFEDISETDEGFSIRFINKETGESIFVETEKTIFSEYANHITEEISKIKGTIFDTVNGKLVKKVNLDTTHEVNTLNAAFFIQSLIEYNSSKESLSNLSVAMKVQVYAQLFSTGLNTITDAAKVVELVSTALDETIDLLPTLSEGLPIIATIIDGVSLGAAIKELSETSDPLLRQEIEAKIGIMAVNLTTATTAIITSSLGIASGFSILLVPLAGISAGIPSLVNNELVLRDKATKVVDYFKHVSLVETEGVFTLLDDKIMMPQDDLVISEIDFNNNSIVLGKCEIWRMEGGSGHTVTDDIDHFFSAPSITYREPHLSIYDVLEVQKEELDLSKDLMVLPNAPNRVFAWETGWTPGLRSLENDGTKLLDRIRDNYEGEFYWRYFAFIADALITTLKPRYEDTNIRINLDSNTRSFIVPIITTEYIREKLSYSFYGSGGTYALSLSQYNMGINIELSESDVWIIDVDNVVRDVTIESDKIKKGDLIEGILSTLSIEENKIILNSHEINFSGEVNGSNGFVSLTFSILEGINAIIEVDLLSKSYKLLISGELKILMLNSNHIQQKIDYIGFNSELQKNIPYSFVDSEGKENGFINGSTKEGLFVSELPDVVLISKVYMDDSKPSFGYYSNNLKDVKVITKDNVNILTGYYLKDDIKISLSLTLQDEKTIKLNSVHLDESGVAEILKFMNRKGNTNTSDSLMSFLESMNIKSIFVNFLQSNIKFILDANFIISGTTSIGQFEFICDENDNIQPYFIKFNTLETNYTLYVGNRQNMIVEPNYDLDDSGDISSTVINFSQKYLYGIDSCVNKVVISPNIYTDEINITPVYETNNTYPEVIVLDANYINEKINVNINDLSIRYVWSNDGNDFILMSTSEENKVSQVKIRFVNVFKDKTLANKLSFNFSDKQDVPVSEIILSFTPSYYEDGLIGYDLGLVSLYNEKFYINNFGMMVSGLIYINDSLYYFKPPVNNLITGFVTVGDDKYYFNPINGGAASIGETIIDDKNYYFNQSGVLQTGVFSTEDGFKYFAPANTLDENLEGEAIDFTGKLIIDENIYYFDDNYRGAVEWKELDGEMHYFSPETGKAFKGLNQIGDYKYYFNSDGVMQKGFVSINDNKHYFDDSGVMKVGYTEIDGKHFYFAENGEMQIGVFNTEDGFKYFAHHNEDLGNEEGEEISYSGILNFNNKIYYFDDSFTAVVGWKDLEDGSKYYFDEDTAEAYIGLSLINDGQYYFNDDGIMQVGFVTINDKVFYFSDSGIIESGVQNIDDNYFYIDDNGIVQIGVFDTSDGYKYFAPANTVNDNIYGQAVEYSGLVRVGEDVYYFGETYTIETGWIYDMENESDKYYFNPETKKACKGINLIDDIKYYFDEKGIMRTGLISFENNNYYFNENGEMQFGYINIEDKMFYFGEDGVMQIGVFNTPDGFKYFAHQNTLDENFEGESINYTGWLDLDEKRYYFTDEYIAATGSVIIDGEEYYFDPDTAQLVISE
# Mtb BioA inh: M. tuberculosis BioA enzyme inhibitors, primary screen, biochemical, plate reader, single point, HTS | 7,8-diaminopelargonic acid synthase BioA (Mycobacterium tuberculosis) | purified M. tuberculosis BioA enzyme | inhibition, % at 9.99 µM | 360,000 tested, 0.096% active; in the data active means inhibition above about 40%
# * hit, by the source's call.
SMILES	TcdB GH inh	Mtb BioA inh
COCc1cn(CC[C@@H]2CC[C@@H](NC(=O)Nc3ccc(F)cc3)[C@@H](CO)O2)nn1	-0.9	4.3
CO[C@H]1CN(C)C(=O)c2ccc(NC(=O)C3CC3)cc2OC[C@H](C)N(CC2CCOCC2)C[C@H]1C	-1.1	-0.7
Cc1ccc(S(=O)(=O)N(C)C[C@@H]2Oc3c(NC(=O)c4ccc(-c5nccs5)cc4)cccc3C(=O)N([C@@H](C)CO)C[C@@H]2C)cc1	0.3	0.0
C[C@H]1CN([C@@H](C)CO)C(=O)Cc2cc(NC(=O)Nc3cccc4ccccc34)ccc2O[C@@H]1CN(C)Cc1ccncc1	0.3	-3.7
COc1ccccc1-c1ccc2c(c1)[C@@H]1[C@@H](CCN1S(=O)(=O)c1ccccc1F)[C@H](CO)N2	0.4	-1.2
C[C@@H]1CN([C@H](C)CO)C(=O)Cc2cc(NC(=O)CCC(F)(F)F)ccc2O[C@@H]1CN(C)CC1CC1	-1.7	-1.4
C=C[C@H](OC)[C@@H](OC(=O)Nc1ccc(SC)cc1)c1ccc(OCCO)cc1	-21	0.0
CNC[C@H]1Oc2c(NC(=O)Nc3ccccc3)cccc2C(=O)N([C@H](C)CO)C[C@H]1C	-0.2	-0.9

SMILES	TcdB GH inh	Mtb BioA inh
C[C@H](CO)N1C[C@H](C)[C@H](CN(C)C(=O)Cc2ccccc2)Oc2cc(C3=CCCCC3)ccc2S1(=O)=O	0.2	0.5
C[C@@H]1CN([C@H](C)CO)C(=O)c2cc(NS(=O)(=O)c3ccccc3)ccc2O[C@H]1CN(C)S(=O)(=O)c1cccs1	-0.2	1.3
Cc1ccc(S(=O)(=O)N(C)C[C@@H]2Oc3c(NC(=O)Nc4ccccc4)cccc3C(=O)N([C@@H](C)CO)C[C@H]2C)cc1	-4.0	0.2
C[C@H](CO)N1C[C@H](C)[C@@H](CN(C)C(=O)NC2CCCC2)Oc2cc(C#Cc3ccc(F)cc3)ccc2S1(=O)=O	0.9	0.9
Cc1noc(C)c1NC(=O)Nc1ccc2c(c1)C(=O)N(C)[C@@H]1CC[C@@H](CC(=O)N[C@H]3CCN(Cc4ccccc4)C3)O[C@@H]1CO2	-2.6	-2.1
O=C(C1CCCC1)N1CCCCN2[C@H](CO)[C@H](c3ccc(-c4cccc(F)c4)cc3)[C@H]2C1	-0.8	2.5
COCC(=O)N(C)C[C@H]1Oc2ncc(-c3ccc(F)cc3)cc2C(=O)N([C@H](C)CO)C[C@@H]1C	1.8	-2.3
O=C(C[C@@H]1CC[C@@H]2[C@H](COC[C@H](O)CN2Cc2cccc(F)c2)O1)NCc1cccc(F)c1	0.2	-0.4

SMILES	TcdB GH inh	Mtb BioA inh
NCC[C@H]1CC[C@@H](NS(=O)(=O)c2ccc(Cl)cc2)[C@@H](CO)O1	-0.7	-5.2
COc1ccc(-c2ccc3n(c2=O)C[C@@H]2[C@@H](CO)[C@H](C(=O)N(C)C)N(CC4CC4)[C@H]32)cc1	-1.4	1.7
CCCC(=O)Nc1ccc2c(c1)C(=O)N(C)C[C@H](OC)[C@H](C)CN[C@@H](C)CO2	1.5	-0.4
CN(C)CCCNC(=O)C[C@H]1CC[C@H](NC(=O)c2ccccc2F)[C@H](CO)O1	1.1	-2.8
O=C(C[C@H]1CC[C@H](NC(=O)CN2CCOCC2)[C@H](CO)O1)NC1CCC1	0.2	1.0
COc1ccc(S(=O)(=O)Nc2cccc3c2O[C@@H](CN(C)Cc2ccc(Oc4ccccc4)cc2)[C@@H](C)CN([C@@H](C)CO)C3=O)cc1	0.3	-2.2
COc1ccc(NC(=O)N(C)C[C@H]2OCCCC[C@@H](C)Oc3ccc(N(C)C)cc3C(=O)N([C@H](C)CO)C[C@H]2C)cc1	-20	-0.9
COc1ccc(S(=O)(=O)N(C)C[C@H]2Oc3ccc(NS(C)(=O)=O)cc3CC(=O)N([C@H](C)CO)C[C@@H]2C)cc1	-0.3	-0.6

# Full records from above. Screens in order: TcdB GH inh, Mtb BioA inh
# COc1ccc(NC(=O)N(C)C[C@H]2OCCCC[C@@H](C)Oc3ccc(N(C)C)cc3C(=O)N([C@H](C)CO)C[C@H]2C)cc1 in the list: -20, -0.9
# COc1ccc(-c2ccc3n(c2=O)C[C@@H]2[C@@H](CO)[C@H](C(=O)N(C)C)N(CC4CC4)[C@H]32)cc1 in the list: -1.4, 1.7
# CN(C)CCCNC(=O)C[C@H]1CC[C@H](NC(=O)c2ccccc2F)[C@H](CO)O1 in the list: 1.1, -2.8
# COc1ccc(S(=O)(=O)N(C)C[C@H]2Oc3ccc(NS(C)(=O)=O)cc3CC(=O)N([C@H](C)CO)C[C@@H]2C)cc1 in the list: -0.3, -0.6
# NCC[C@H]1CC[C@@H](NS(=O)(=O)c2ccc(Cl)cc2)[C@@H](CO)O1 in the list: -0.7, -5.2

# Continuation:
SMILES	TcdB GH inh	Mtb BioA inh
C[C@H]1CN([C@@H](C)CO)C(=O)c2ccccc2-c2ccccc2CO[C@H]1CN(C)C(=O)Nc1ccccc1	1.3	-0.5
C/C=C/c1ccc2c(c1)O[C@@H](CN(C)C(=O)NC1CCCCC1)[C@H](C)CN([C@H](C)CO)S2(=O)=O	0.4	5.4
Cc1ccc(S(=O)(=O)N(C)C[C@@H]2OCCCC[C@H](C)Oc3ccc(NS(=O)(=O)c4cn(C)cn4)cc3C(=O)N([C@@H](C)CO)C[C@@H]2C)cc1	1.1	1.9
COCC#Cc1cnc2c(c1)C(=O)N([C@@H](C)CO)C[C@@H](C)[C@@H](CN(C)C(=O)Nc1ccc(OC)cc1)O2	1.0	-1.0
CCC(=O)Nc1ccc2c(c1)C(=O)N(C)C[C@H](OC)[C@@H](C)CN(Cc1ccccc1OC)[C@H](C)CO2	-3.1	0.6
C[C@@H]1CN([C@@H](C)CO)C(=O)c2cc(/C=C/c3ccccc3)cnc2O[C@H]1CN(C)C(=O)c1cnccn1	-0.4	5.9
CCC(=O)Nc1ccc2c(c1)OC[C@H](C)N(Cc1ccccc1)C[C@@H](C)[C@H](OC)CN(C)C2=O	-0.7	-1.6
O=C(C[C@@H]1C[C@@H]2c3cc(NC(=O)Nc4ccc(F)cc4)ccc3O[C@@H]2[C@H](CO)O1)NC1CCCC1	-1.4	-2.1

# A few values from the list.
# TcdB GH inh result of COCC#Cc1cnc2c(c1)C(=O)N([C@@H](C)CO)C[C@@H](C)[C@@H](CN(C)C(=O)Nc1ccc(OC)cc1)O2 reads 1.0
# Mtb BioA inh result of CCC(=O)Nc1ccc2c(c1)C(=O)N(C)C[C@H](OC)[C@@H](C)CN(Cc1ccccc1OC)[C@H](C)CO2 reads 0.6
# TcdB GH inh result of O=C(C[C@@H]1C[C@@H]2c3cc(NC(=O)Nc4ccc(F)cc4)ccc3O[C@@H]2[C@H](CO)O1)NC1CCCC1 reads -1.4

# (further entries)
SMILES	TcdB GH inh	Mtb BioA inh
COc1ccccc1-c1ccc2c(c1)O[C@@H](CN(C)CC1CCOCC1)[C@@H](C)CN([C@H](C)CO)S2(=O)=O	0.2	-1.5
COCC(=O)N(C)C[C@H]1Oc2ncc(-c3ccccc3OC)cc2C(=O)N([C@H](C)CO)C[C@H]1C	-4.0	-3.1
O=C(C[C@H]1CC[C@H]2[C@@H](COC[C@@H](O)CN2S(=O)(=O)c2ccc(Oc3ccccc3)cc2)O1)NCCN1CCCCC1	0.2	9.1
CNC[C@H]1Oc2ccc(NS(=O)(=O)c3ccc(Cl)cc3)cc2C(=O)N([C@H](C)CO)C[C@H]1C	0.4	25
COc1ccc(C(=O)Nc2ccc3c(c2)OC[C@H](C)NC[C@H](C)[C@H](OC)CN(C)C3=O)cc1	1.1	0.7
C[C@H](CO)N1C[C@H](C)[C@H](CN(C)C(=O)Nc2ccccc2)Oc2ccc(NC(=O)Nc3cccc4ccccc34)cc2C1=O	1.5	-3.2
C[C@@H]1CN([C@H](C)CO)C(=O)c2cccc(NC(=O)c3ccc(-c4nccs4)cc3)c2O[C@H]1CN(C)CC1CC1	1.3	0.2
C[C@@H]1CN([C@@H](C)CO)C(=O)c2cc(C#Cc3ccncc3)cnc2O[C@@H]1CN(C)C(=O)CN(C)C	-0.3	-2.4

SMILES	TcdB GH inh	Mtb BioA inh
CCCCc1cn(C[C@H](Cc2ccccc2)NC(=O)N[C@H](CO)CCc2oc(C(C)=O)c(C(=O)OC)c2C(=O)OC)nn1	-0.5	-3.5
C[C@@H]1CN([C@@H](C)CO)C(=O)c2cc(NC(=O)Nc3ccc(F)cc3)ccc2O[C@H]1CN(C)Cc1ccc(C(=O)O)cc1	0.4	-1.2
COc1ccc(S(=O)(=O)Nc2ccc3c(c2)[C@@H]2C[C@@H](CC(=O)O)O[C@@H](CO)[C@@H]2O3)cc1	-1.0	-2.2
CCNC(=O)C[C@@H]1CC[C@H]2[C@H](COc3ccc(NC(=O)C4CCOCC4)cc3C(=O)N2C)O1	-1.7	1.0
C[C@H]1CCCCO[C@@H](CN(C)Cc2ccc(C(F)(F)F)cc2)[C@@H](C)CN([C@@H](C)CO)C(=O)c2cc(NC(=O)Nc3ccc(F)cc3)ccc2O1	0.8	-0.3
Cc1noc(C)c1NC(=O)Nc1ccc2c(c1)C(=O)N([C@@H](C)CO)C[C@H](C)[C@@H](CN(C)S(C)(=O)=O)OCCCC[C@H](C)O2	-0.7	3.9
CC(C)NC(=O)Nc1ccc2c(c1)C(=O)N([C@H](C)CO)C[C@H](C)[C@@H](CN(C)Cc1ccc(C(=O)O)cc1)OCCCC[C@H](C)O2	0.6	0.4
C[C@@H]1CN([C@@H](C)CO)C(=O)c2cc(C#Cc3ccc(F)cc3)cnc2O[C@@H]1CN(C)C(=O)c1ccccc1F	2.3	3.5

SMILES	TcdB GH inh	Mtb BioA inh
Cc1noc(C)c1S(=O)(=O)N(C)C[C@H]1Oc2ccc(NC(=O)NC(C)C)cc2CC(=O)N([C@H](C)CO)C[C@H]1C	0.9	1.4
C[C@@H]1CN([C@H](C)CO)C(=O)c2cc(C3=CCCC3)cnc2O[C@@H]1CN(C)C(=O)Cc1ccncc1	0.7	-1.8
C[C@@H]1CN([C@@H](C)CO)S(=O)(=O)c2ccc(-c3cccnc3)cc2O[C@H]1CN(C)C(=O)C1CCCCC1	1.0	7.6
COc1ccccc1-c1ccc([C@@H]2[C@@H](C#N)N(C(=O)C3CCC3)[C@H]2CO)cc1	1.0	-1.5
C[C@H]1CN([C@@H](C)CO)C(=O)Cc2cc(NS(=O)(=O)c3ccccc3)ccc2O[C@@H]1CN(C)C(=O)Nc1cccc2ccccc12	1.1	-3.6
C[C@@H]1CN([C@H](C)CO)C(=O)c2cccc(NS(=O)(=O)c3cccs3)c2O[C@@H]1CN(C)C(=O)Nc1cccc2ccccc12	-2.3	-1.8
O=C(c1cccc(F)c1)N1CCCCN2[C@H](CO)[C@H](c3ccc(C#CC4(O)CCCC4)cc3)[C@H]2C1	1.6	0.0
CCC(=O)N1C[C@@H](C)[C@@H](OC)CN(C)C(=O)c2ccc(NC(=O)C3CCCCC3)cc2OC[C@H]1C	0.9	-0.5

SMILES	TcdB GH inh	Mtb BioA inh
Cc1ccccc1S(=O)(=O)N1CCCCN2[C@H](CO)[C@H](c3ccc(-c4cccc(F)c4)cc3)[C@@H]2C1	0.7	2.1
Cc1cccc(S(=O)(=O)N[C@H]2CC[C@@H](CCNC(=O)Nc3cc(F)ccc3F)O[C@H]2CO)c1	2.4	-4.5
CN1[C@H](C(=O)NCCc2ccccc2)[C@@H](CO)[C@@H]2Cn3c(ccc(-c4ccncc4)c3=O)[C@@H]21	-0.8	0.0
Cc1noc(C)c1S(=O)(=O)Nc1cccc2c1O[C@H](CN(C)C(=O)Nc1ccccc1)[C@H](C)CN([C@H](C)CO)C2=O	0.3	-1.1
O=C(C[C@H]1C=C[C@H](NC(=O)Nc2ccc(C(F)(F)F)cc2)[C@H](CO)O1)NCCN1CCCC1	0.4	2.0
CC(C)NC(=O)N1CCCCN2[C@H](CO)[C@@H](c3ccc(C#Cc4ccccc4F)cc3)[C@@H]2C1	-2.0	3.9
CCCNC(=O)C[C@H]1C[C@H]2c3cc(NC(=O)Nc4ccccc4F)ccc3O[C@H]2[C@@H](CO)O1	-2.7	-1.8
Cc1noc(C)c1S(=O)(=O)Nc1ccc2c(c1)C(=O)N([C@@H](C)CO)C[C@H](C)[C@@H](CN(C)Cc1ccncc1)OCCCC[C@H](C)O2	0.2	-2.0

SMILES	TcdB GH inh	Mtb BioA inh
C[C@@H]1CN([C@@H](C)CO)C(=O)Cc2cc(NC(=O)C3CC3)ccc2O[C@H]1CN(C)Cc1ccncc1	0.2	2.6
CCCC#Cc1cnc2c(c1)C(=O)N([C@@H](C)CO)C[C@H](C)[C@@H](CN(C)C)O2	-0.4	0.5
CN1[C@H](C(=O)NCC(F)(F)F)[C@@H](CO)[C@@H]2Cn3c(ccc(-c4ccc(F)cc4)c3=O)[C@@H]21	0.7	2.7
CO[C@H]1CN(C)C(=O)c2ccc(NC(C)=O)cc2OC[C@@H](C)N(C(=O)C2CCCCC2)C[C@H]1C	0.6	53*
Cc1ccc(-c2cnc3c(c2)C(=O)N([C@@H](C)CO)C[C@H](C)[C@@H](CN(C)C(=O)Cc2ccccc2)O3)cc1	0.4	5.3
COc1ccc(CN(C)C[C@H]2Oc3ccc(NC(=O)NC(C)C)cc3CC(=O)N([C@H](C)CO)C[C@H]2C)cc1	-12	-4.0
CC(C)(C)[S@@](=O)N1Cc2cc(C(=O)N3CCc4ccccc4C3)nc(-c3cccc(-c4cccnc4)c3)c2[C@H]1CCO	1.0	0.0
C[C@H](CO)N1C[C@H](C)[C@H](CN(C)C(=O)C2CCC2)Oc2ncc(-c3ccccc3F)cc2C1=O	-0.8	7.8
CO[C@@H]1CN(C)C(=O)c2ccc(NC(=O)C3CCCCC3)cc2OC[C@@H](C)N(C(=O)c2ccccc2)C[C@@H]1C	-0.6	0.8
CC(=O)N1[C@@H]2c3cccc(=O)n3C[C@@H]2[C@@H](CO)[C@@H]1C(=O)N[C@@H](C)c1ccccc1	0.0	0.9
O=C(Nc1cccc(Cl)c1)N[C@@H]1CC[C@@H](CCNC(=O)C2CCCCC2)O[C@@H]1CO	-0.7	5.9

# Only part of the results is shown, so the mix of outcomes need not match the whole.
